Source: PubChem (several laboratories)
CAL PDZ FP – CAL PDZ peptide-binding inhibitors, primary screen, biochemical, fluorescence polarization, Cer-tagged CAL PDZ, HTS. actives 0.02% (n = 330,000). purified CAL PDZ, TMR-peptide fluorescence polarization, 1 h. inhibition, % at 20 µM;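 active means highest replicate inhibition of at least 40%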;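 further: plate controls were DMSO neutral control wells for no effect and unlabeled competitor peptide control wells for full effect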
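Test system: tagged CAL PDZ domain / Buffer or medium: sodium phosphate/NaCl buffer pH 7.4 with TCEP, IgG, Thesit / Reagent: TMR-labelled reporter peptide T*-PRC34 bound in PDZ groove / Compound dosing: single point, 20 µM / Schedule: 1 h incubation at room temperature before polarization reading / Technique: fluorescence polarization (mP) / Benchmarks: unlabelled peptide, DMSO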
Wnt bcat act – Wnt/beta-catenin pathway activators, primary screen, cell-based, plate reader, single point; activation, % at 9.35 µM; actives 1.2% (n = 300,000); AID 743398, 2014; Wnt/beta-catenin reporter cell assay, activator; in the data active means activation above about 30%, passing the limit was not always enough;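 further: 0% = neutral control wells and 100% = positive control wells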
DAGLB inh – DAGLB lipase inhibitors, primary screen, biochemical, fluorescence, HTS; Diacylglycerol lipase-beta (Homo sapiens), Q8NCG7; HEK293T DAGLB membrane lysate, EnzChek fluorogenic substrate; inhibition, % at 5.17 µM; actives 0.059% (n = 340,000); in the data active means inhibition above about 34%;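 further: 0% = enzyme with vehicle and 100% = wells lacking enzyme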
Target sequence (Q8NCG7 whole entry, looked up): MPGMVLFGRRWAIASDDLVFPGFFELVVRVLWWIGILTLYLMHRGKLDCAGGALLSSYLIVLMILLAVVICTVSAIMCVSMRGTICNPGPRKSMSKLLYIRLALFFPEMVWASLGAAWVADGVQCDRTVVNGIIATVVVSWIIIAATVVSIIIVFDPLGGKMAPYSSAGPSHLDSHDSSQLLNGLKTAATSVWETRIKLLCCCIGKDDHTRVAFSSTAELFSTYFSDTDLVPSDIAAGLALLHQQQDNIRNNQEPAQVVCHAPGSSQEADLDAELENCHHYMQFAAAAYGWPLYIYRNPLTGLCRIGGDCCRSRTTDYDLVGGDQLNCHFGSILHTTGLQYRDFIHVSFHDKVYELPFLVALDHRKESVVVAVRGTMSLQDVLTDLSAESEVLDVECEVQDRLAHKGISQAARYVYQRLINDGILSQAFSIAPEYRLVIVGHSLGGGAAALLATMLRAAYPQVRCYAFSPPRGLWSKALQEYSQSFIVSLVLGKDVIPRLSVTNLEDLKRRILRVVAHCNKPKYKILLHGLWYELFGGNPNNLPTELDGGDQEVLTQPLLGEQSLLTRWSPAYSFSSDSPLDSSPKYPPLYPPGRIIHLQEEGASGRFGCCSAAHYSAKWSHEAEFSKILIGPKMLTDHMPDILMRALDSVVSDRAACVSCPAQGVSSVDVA
phage Ecoli inh – growth loss of phage-infected E. coli, primary screen, RecBCD inhibitor project, absorbance, with phage, HTS | AID 651602, 2012 | inhibition, % at 11.9 µM | actives 0.26% (n = 360,000); in the data active means inhibition above about 11%
Rtt109 HAT inh – inhibitors of C. albicans Rtt109/Vps75 HAT, primary screen, biochemical, ThioGlo CoA-SH fluorescence, plate reader; Histone acetyltransferase RTT109 (Candida albicans (strain SC5314 / ATCC MYA-2876)), …; purified Rtt109/Vps75, 4 h; inhibition, % at 34.9 µM; actives 0.16% (n = 330,000);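 active means inhibition of at least 50% in every replicate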
Target sequence (Q5AAJ8 whole entry, looked up): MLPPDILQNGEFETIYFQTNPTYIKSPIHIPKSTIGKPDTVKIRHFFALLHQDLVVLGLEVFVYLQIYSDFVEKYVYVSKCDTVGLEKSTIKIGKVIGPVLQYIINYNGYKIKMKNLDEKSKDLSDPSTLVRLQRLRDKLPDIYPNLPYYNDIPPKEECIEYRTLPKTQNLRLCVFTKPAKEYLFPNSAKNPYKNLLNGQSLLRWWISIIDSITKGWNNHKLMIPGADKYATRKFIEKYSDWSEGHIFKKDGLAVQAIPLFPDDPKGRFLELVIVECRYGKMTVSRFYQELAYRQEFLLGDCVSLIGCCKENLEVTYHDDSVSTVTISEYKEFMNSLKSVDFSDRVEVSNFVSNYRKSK
PvdQ inh – P. aeruginosa PvdQ acylase inhibitors, primary screen, biochemical, fluorescence, plate reader and imaging, single point; inhibition, % at 10 µM; purified PvdQ acylase; AID 488965, 2010; PvdQ acylase [Pseudomonas aeruginosa LESB58]; actives 0.063% (n = 340,000); in the data active means inhibition above about 30%, passing the limit was not always enough;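 further: 0% = vehicle neutral wells and 100% = reference inhibitor wells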
AddAB inh – growth inhibition of E. coli expressing H. pylori AddAB, primary screen, AddAB inhibitor project, absorbance; inhibition, % at 11.9 µM; actives 0.29% (n = 330,000); in the data active means inhibition above about 12%;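 further: 0% = vehicle wells of infected cells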
PfHsp90 set2 – growth inhibition of PfHsp90-expressing yeast, primary screen, antimalarial PfHsp90 inhibitor project, S. cerevisiae, BacTiter-Glo luminescence, single point, set 2; BacTiter-Glo ATP, 48 h; yeast lacking PDR1 and PDR3 efflux regulators; inhibition, % at 9.4 µM; actives 0.32% (n = 310,000); AID 504621, 2011;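 active means every replicate shows inhibition above about 80%, whatever the replicate mean, limit read from the data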;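 further: 0% = DMSO neutral controls and 100% = 20 µM radicicol positive controls; yeast relying on Plasmodium falciparum Hsp90 in place of its own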
Ecoli viability – E. coli V3065 growth inhibition, primary screen, counter-screen for AddAB inhibitor project, absorbance, OD600; 18 h; inhibition, % at 11.9 µM; actives 0.27% (n = 330,000); AID 449728, 2010;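 active means inhibition above the campaign's mean inhibition across all tested compounds plus 3 SD, cut at about 9.9% in these data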;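 further: uninfected addAB+ strain grown without phage in ampicillin broth; 0% = DMSO wells and 100% = ciprofloxacin 0.95 µg/ml wells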
Tat export inh – E. coli Tat export inhibitors, primary screen, MC4100, TorA-mCherry reporter, fluorescence, single point; AID 488895, 2010; actives 0.036% (n = 340,000); inhibition, % at 10 µM;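 active means mean replicate inhibition at least 50% and at least half of replicates individually reaching 50%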;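 further: exported cargo escapes ClpAP degradation while cytoplasmic cargo is degraded and loses fluorescence; 0% = median of neutral control wells and 100% = median of NaSCN control wells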
The depositor's hits bear a star; nt = not tested or not shown. Hits appear at their usual frequency, and some 1.9% of all compounds hit somewhere here.

molecule | phage Ecoli inh | PfHsp90 set2 | Wnt bcat act | Ecoli viability | Rtt109 HAT inh | DAGLB inh | AddAB inh | CAL PDZ FP | Tat export inh | PvdQ inh
C=CCn1c(COc2cccc(C)c2)nnc1SCC(=O)c1c[nH]c2c(CC)cccc12 | 2.0 | 3 | nt | -0.9 | 3 | 5 | 1.2 | -0.4 | 0 | -9
Cc1nn(C(C)(C)C)c(OC(=O)C2CCCC2)c1S(=O)(=O)c1ccccc1 | 1.7 | 0 | 0 | nt | 8 | -7 | nt | 0.1 | 18 | -10
Cc1ccc(S(=O)(=O)NCC(C)n2cncn2)cc1 (stereo unspecified) | -0.7 | 3 | -1 | 0.4 | 3 | 1 | 3.0 | -0.4 | 6 | -14
CCN(CC(=O)Nc1ccc(NC(C)=O)cc1)C(=O)/C=C/c1ccc2c(c1)OCO2 | 1.6 | 1 | 2 | 2.5 | -2 | 3 | 2.4 | -2.7 | 1 | 7
O=C(Nc1ccccc1)N1N=C(c2ccc(F)cc2)CC1c1ccc(F)cc1 (stereo unspecified) | 4.5 | -31 | 0 | -2.0 | 4 | -8 | -1.2 | 1.6 | -1 | -4
CCOC(=O)c1ccc(NC(=O)CNC(=O)c2ccco2)cc1 | 3.8 | -11 | -1 | 0.4 | -14 | -1 | 2.5 | nt | 2 | -9
O=C(NC12CC3CC(CC(C3)C1)C2)c1cc([N+](=O)[O-])ccc1N1CCOCC1 | 0.9 | 11 | 2 | -1.5 | 5 | -4 | 1.7 | -0.4 | -8 | 2
CCOC(=O)c1cc(NC(=O)c2ccc(Cl)cc2)c(=O)n2c1oc1ccc(Cl)cc12 | -0.8 | 7 | -3 | 1.2 | -18 | 1 | 0.3 | -2.0 | -3 | -14
Cc1cc(C)c(C)c(S(=O)(=O)N2CCC(C(=O)NCC(c3ccccc3)N(C)C)CC2)c1C (stereo unspecified) | 1.7 | 12 | 2 | -2.3 | 9 | -2 | -1.1 | -1.8 | -3 | 2
Cc1cccc(N=Nc2ccc(O)c3ncccc23)c1 | 16* | 101* | nt | 6.2 | -4 | 17 | 8.7 | 0.1 | 2 | -10
CS(=O)(=O)N1CCN(C(=O)c2ccc(Cl)s2)CC1 | 3.7 | 8 | -1 | -2.2 | -2 | -1 | 3.9 | -2.5 | -7 | -18
COCCNC(=O)C(=O)NCC1OCCN1S(=O)(=O)c1ccc(C)cc1 (stereo unspecified) | 1.5 | -4 | 0 | -2.3 | -5 | 1 | 0.9 | 0.4 | -6 | -9
CC(=O)c1ccc(NC(=O)CCCN2C(=O)/C(=C/C(C)=C/c3ccccc3)SC2=S)cc1 | 3.1 | -14 | nt | -1.9 | 2 | 2 | 1.0 | 1.3 | 1 | 2
CCC(CC)c1nnc(NC(=O)CC(C)c2ccccc2)s1 (stereo unspecified) | -0.9 | -23 | 0 | -0.1 | 4 | 1 | 3.2 | -1.0 | 1 | -17
CC(C)(C)c1ccc(NC(=O)CNC2CCCc3ccccc32)cc1 (stereo unspecified) | 4.0 | 21 | nt | 2.1 | 0 | -3 | 4.9 | -1.0 | 15 | -4
O=C1Nc2ccccc2C1=Nc1ccc2[nH]c3ccccc3c2c1 | 0.5 | 4 | 7 | nt | 8 | 2 | nt | -1.1 | 3 | 11
CCOC(=O)C1=C(C)N=C2SC=C(C)N2C1c1ccc(OC)cc1 (stereo unspecified) | -0.9 | -4 | -4 | -0.1 | 0 | 2 | -0.4 | -5.0 | -7 | -3
COc1ccc(NC(=O)C2CCCN(S(=O)(=O)c3cccc4nonc34)C2)cc1 (stereo unspecified) | 4.8 | 6 | -5 | 4.0 | -3 | -2 | 4.5 | -1.0 | -3 | -14
CCOc1ccccc1N1CCN(C(=S)Nc2ccc(S(N)(=O)=O)cc2)CC1 | 4.2 | 0 | -5 | 0.8 | 7 | -4 | 1.2 | -0.7 | -1 | -8
O=C(COC(=O)c1cc(=O)[nH]c2ccccc12)Nc1ccccc1F | 3.2 | 13 | -6 | 0.3 | -4 | -2 | -1.6 | -1.6 | 3 | -6
CCOc1ccccc1N(CC)C(=O)c1nn(C)c2c1CSc1ccccc1-2 | -2.1 | 21 | -6 | -1.9 | 0 | -2 | 2.2 | -2.9 | 10 | -9
CC(C)=CCN1CCN(Cc2ccc(C#CC(C)(C)O)cc2)CC1CCO (stereo unspecified) | 2.7 | 9 | -1 | -1.2 | 2 | 2 | 2.8 | 1.1 | -12 | -10
COc1ccc(SCCc2ccncc2)cc1 | 2.6 | nt | -1 | 1.3 | 21 | 2 | 1.5 | -1.5 | 6 | 8
N#Cc1nc(-c2ccccc2Cl)oc1N1CCCCC1 | 0.7 | -4 | nt | -1.6 | 4 | -11 | 0.5 | -1.0 | 1 | 9
COc1ccc(CNC(=O)CCN2C(=O)c3ccncc3C2=O)cc1OC | 5.4 | -35 | 3 | 1.6 | -3 | -5 | 0.2 | -3.1 | 2 | -11
Cc1cccc(NC(=S)Nc2cccc(C)n2)n1 | 2.3 | -8 | 2 | 3.8 | -1 | -4 | -0.9 | -1.0 | -1 | 12
CC(=O)OC(COC1C[C@@H]2CC[C@@]1(C)C2(C)C)C[N+]1(C)CCCCC1 (stereo partly specified) | -0.5 | 13 | 9 | 1.0 | 5 | 1 | 0.7 | 1.1 | 14 | -3
COc1cc(N(C(=O)Cc2cccs2)C(C(=O)NC2CCCCC2)c2cccc(OC)c2OC)ccc1-n1cnnn1 (stereo unspecified) | 1.2 | -11 | nt | 0.6 | 19 | -1 | 0.7 | -3.3 | -1 | -9
CC1CCCC(NC(=O)COC(=O)c2n[nH]c3ccccc23)C1C (stereo unspecified) | 0.9 | 2 | -3 | 1.6 | 4 | -4 | 2.9 | -1.4 | 7 | -3
CCOC(=O)N1CCN(C(=O)c2ccc(N(C)S(=O)(=O)c3ccc(C)cc3)cc2)CC1 | 2.4 | -14 | 0 | 0.2 | -1 | 2 | 2.8 | -1.0 | -1 | -8
CCC(Sc1nc(C)cc(C)n1)C(=O)NC1=NN=C(c2ccc(C)cc2)CS1 (stereo unspecified) | 1.9 | -17 | -1 | -1.3 | 0 | -22 | -2.7 | -1.3 | -4 | -18
CS(=O)(=O)N(CC(=O)N1CCN(c2cccc(Cl)c2)CC1)c1cccc(F)c1 | 6.6 | -28 | nt | 6.9 | 5 | 2 | 5.8 | -1.4 | 1 | -3
CC(NC(=O)COC(=O)C1CC2CCCC(C1)C2=O)c1ccccc1 (stereo unspecified) | 1.9 | -10 | 3 | 0.5 | -1 | 1 | -1.8 | -1.0 | -1 | -13
Cc1ccc(CCNC(=O)CC2Oc3ccc(C)cc3NC2=O)cc1 (stereo unspecified) | 2.0 | nt | 4 | 0.3 | 2 | -3 | 5.8 | -0.5 | 10 | 2
COc1c2occc2c(OC(C)=O)c2c(=O)cc(C)oc12 | 1.5 | 1 | -1 | -4.7 | 2 | -1 | -2.7 | -0.2 | -3 | -13
CN(C)c1ccc(CN(C(=O)/C=C/c2ccccc2Cl)C2CCS(=O)(=O)C2)cc1 (stereo unspecified) | 0.1 | nt | 1 | 0.5 | nt | nt | 4.7 | nt | nt | nt
COc1ccc(NC(=S)NCC(c2ccco2)N2CCCC2)cc1 (stereo unspecified) | 4.2 | 8 | 0 | 0.7 | -5 | 0 | 3.4 | -0.4 | -6 | -14
COc1cc(OC)cc(C(=O)Nc2ccccc2N2CCOCC2)c1 | 3.0 | nt | nt | 0.4 | 2 | -3 | 0.3 | nt | -6 | 1
CCSc1nnc(NC(=O)c2ccc(F)c(S(=O)(=O)N3CCOCC3)c2)s1 | 1.9 | 10 | 3 | 0.5 | -5 | 0 | 3.0 | -0.9 | 4 | 2
O=C(N[C@@H]1C/C=C\C[C@@H](CC(=O)N(CCO)Cc2ccccc2)C(=O)N[C@@H](c2ccccc2)COC1=O)OCC1c2ccccc2-c2ccccc21 | 0.4 | -16 | -4 | -1.4 | -10 | 2 | -0.1 | 0.7 | -8 | -6
COc1ccccc1OCc1ccc(C(=O)N(C)c2ccccc2)o1 | 2.9 | -13 | -1 | nt | 0 | 1 | nt | -0.5 | 11 | -9
Clc1cc(-c2ccc(/C=N/n3cnnc3)o2)ccc1Br | 4.5 | 12 | -9 | 0.5 | 2 | -1 | -0.6 | -4.9 | -9 | -11
CCCCCc1c(O)nc(SCCN(C)C)[nH]c1=O | 1.0 | 8 | 2 | -1.3 | -3 | 1 | -0.9 | -1.7 | -5 | -16
Cc1nn(C)c(C(=O)NC2C3CC4CC(C3)CC2C4)c1Cl (stereo unspecified) | 4.2 | 0 | nt | 1.6 | 2 | -6 | 0.9 | -0.5 | -2 | -1
CCn1nc(NS(=O)(=O)c2ccccc2)c2cc3cc(C)ccc3nc21 | 0.0 | 5 | 0 | 3.6 | 10 | 5 | 1.4 | -1.4 | -9 | 6
CC1C[C@@]2(NC(=O)NC2=O)C(C)CN1C (stereo partly specified) | 3.1 | -11 | nt | 1.9 | -3 | 3 | 1.2 | 0.4 | 4 | 4
O=C(OCc1nnc(-c2ccccc2)o1)c1cc(F)c(F)cc1Cl | 2.4 | -32 | -1 | 0.6 | -17 | -14 | -0.7 | -0.5 | 0 | -8
CC1CC(C)CN(c2nc(NCc3ccco3)nc(N)c2[N+](=O)[O-])C1 (stereo unspecified) | 2.8 | -28 | nt | -1.4 | 6 | -2 | 0.0 | 0.4 | 19 | -14

Exported as labelled records: part of the list above
> O=C(OCc1nnc(-c2ccccc2)o1)c1cc(F)c(F)cc1Cl
  phage Ecoli inh: 2.4
  PfHsp90 set2: -32
  Wnt bcat act: -1
  Ecoli viability: 0.6
  Rtt109 HAT inh: -17
  DAGLB inh: -14
  AddAB inh: -0.7
  CAL PDZ FP: -0.5
  Tat export inh: 0
  PvdQ inh: -8
> CC1CC(C)CN(c2nc(NCc3ccco3)nc(N)c2[N+](=O)[O-])C1 (stereo unspecified)
  phage Ecoli inh: 2.8
  PfHsp90 set2: -28
  Wnt bcat act: nt
  Ecoli viability: -1.4
  Rtt109 HAT inh: 6
  DAGLB inh: -2
  AddAB inh: 0.0
  CAL PDZ FP: 0.4
  Tat export inh: 19
  PvdQ inh: -14

Additional records
molecule | phage Ecoli inh | PfHsp90 set2 | Wnt bcat act | Ecoli viability | Rtt109 HAT inh | DAGLB inh | AddAB inh | CAL PDZ FP | Tat export inh | PvdQ inh
Cc1ccc(C(=O)Nc2ccccc2-c2ccccc2)o1 | 2.7 | -9 | nt | -0.2 | -4 | -2 | 4.2 | -0.4 | 6 | -13
N=C1C(c2ccccc2)=C(O)CN1CCCO | 2.3 | -60 | 1 | 0.5 | -7 | -1 | 0.4 | -1.1 | -6 | -16
Cc1ccc(NC(=O)CN2C(=O)c3ccccc3C2=O)c(C)c1 | 0.4 | -16 | -1 | 0.2 | 12 | -1 | 1.4 | 0.2 | -11 | 3
Cn1cc(SCC(=O)Nc2nccs2)c2ccccc21 | 2.7 | -15 | 26 | -0.9 | -8 | 4 | -1.6 | -0.4 | 2 | 1
